PDI inh = PDI (human) enzyme inhibition. P07237. PDI insulin aggregation turbidity, A650, 90 min. inhibition, % at 10 µM. 350,000 tested, 0.052% active. AID 588391;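 active = mean inhibition across replicates of 30% or more, whatever share of single replicates reach that level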;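 also: absorbance from insulin aggregation driven by PDI reduction with DTT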
aDG glyco act = alpha-DG glycosylation activation. Pro5-aDG cells, alpha-DG glycosylation AlphaScreen (IIH6); 0% Pro5, 100% B10-LARGE cell signal. activation, % at 10 µM. 360,000 tested, 0.22% active;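 active = activation of at least 8% versus controls, or a plate z-score of at least 8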;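 also: Pro5 are CHO cells carrying HIG-tagged alpha-DG that lacks glycosylation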
Granule exo inh = blocks lytic granule exocytosis; AID 651702; inhibition, % at 10 µM; TALL-104 LAMP-1 surface exposure, flow cytometry; cells stimulated with thapsigargin and PMA; 360,000 tested, 0.66% active;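 active = inhibition above about 55%, limit read from the data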
hiPSC survival = increases survival of single human iPS cells. AID 602274. survival enhancement, % at 20 µM. hiPSC single-cell survival, ATPlite luminescence; 100% = ROCK inhibitor wells, 0% = DMSO. 360,000 tested, 0.044% active; in the data active = survival enhancement above about 18%;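 also: cells exposed to compounds for 16 hours before the ATP read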
H9c2 protect = myocardial damage modulation in H9c2 cells; H9c2 cardiomyocytes, H2O2 injury protection, ATPLite, 2 h; protection from H2O2 cell death, % at 20 µM; 360,000 tested, 0.63% active;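 active = compounds giving at least 50% protection of heart cells from peroxide-induced death in the single-dose screen, raw or plate-pattern-corrected value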;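 also: 0% = DMSO wells with peroxide and 100% = DMSO wells without peroxide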
HTR2A ag = mouse HTR2A agonism via beta-arrestin recruitment; P35363; CHO-K1 mHTR2A beta-arrestin complementation, luminescence; percent of 30 µM serotonin response; activation, % at 7.6 µM; 360,000 tested, 0.66% active;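 active = activation above a run cutoff, the mean activation of all tested compounds plus 3 SD, cut at about 14% in these data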;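 also: 0% = plate median of compound wells and 100% = 30 µM serotonin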
ABCB6 inh MLPCN = blocks the human ABCB6 transporter. Q9NP58. K562-ABCB6 porphyrin accumulation, flow cytometry, 1 h; hits give low values. fluorescence ratio to DMSO, % at 10 µM. 360,000 tested, 0.19% active;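 active = fluorescence ratio to DMSO below 75%, the collection mean minus 3 SD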;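 also: signal is porphyrin accumulated inside mitochondria; 100% equals median channel fluorescence of DMSO control wells; lower ratio means ABCB6 inhibition with less porphyrin fluorescence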
Target sequence (Q9NP58 whole entry, looked up): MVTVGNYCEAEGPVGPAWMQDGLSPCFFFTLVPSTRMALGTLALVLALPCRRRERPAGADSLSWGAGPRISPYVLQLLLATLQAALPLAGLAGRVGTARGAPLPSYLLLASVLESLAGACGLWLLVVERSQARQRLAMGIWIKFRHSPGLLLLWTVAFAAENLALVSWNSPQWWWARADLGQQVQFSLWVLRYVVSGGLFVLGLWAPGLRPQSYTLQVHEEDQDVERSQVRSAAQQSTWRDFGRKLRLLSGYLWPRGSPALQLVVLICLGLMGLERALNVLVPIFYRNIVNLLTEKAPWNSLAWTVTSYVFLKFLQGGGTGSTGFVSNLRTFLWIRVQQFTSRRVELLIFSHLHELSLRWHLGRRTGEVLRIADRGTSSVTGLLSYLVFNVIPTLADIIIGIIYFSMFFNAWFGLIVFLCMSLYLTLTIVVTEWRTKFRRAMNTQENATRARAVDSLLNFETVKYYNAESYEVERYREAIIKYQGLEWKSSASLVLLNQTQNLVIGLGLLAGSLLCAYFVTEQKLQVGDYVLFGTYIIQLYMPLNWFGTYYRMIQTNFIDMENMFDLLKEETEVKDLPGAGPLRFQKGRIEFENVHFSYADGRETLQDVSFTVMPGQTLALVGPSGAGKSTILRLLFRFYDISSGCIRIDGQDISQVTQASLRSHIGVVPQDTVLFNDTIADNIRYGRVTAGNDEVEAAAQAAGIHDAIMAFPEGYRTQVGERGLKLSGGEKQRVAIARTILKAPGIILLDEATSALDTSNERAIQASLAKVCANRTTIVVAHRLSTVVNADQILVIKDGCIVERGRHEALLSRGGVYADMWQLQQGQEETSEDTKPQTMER
CaV13 ICDI inh = Disruptors of the CACNA1D IQ motif to Ca2+-dependent inactivation inhibitor domain association, primary screening, Förster resonance energy transfer in intact living … | 340,000 tested, 0.098% active | inhibition, % at 12.3 µM | HEK cells, CFP/YFP FRET ICDI-IQ, plate reader, 10 min; percent FRET-ratio fall versus neutral wells;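 active = mean replicate inhibition of at least 30% and at least 1% of replicates passing that level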;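 also: 0% = median of the neutral control wells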
Vif inh = blocks HIV Vif function | HEK293T cells, Vif self-association by quenched fluorescence, imaging, 24 h | inhibition, % at 7.49 µM | 340,000 tested, 0.35% active; in the data active = inhibition above about 50%, passing the limit was not always enough; also: some results filed as inactive read as strong as hits
N-glyco inh = blocks N-linked glycosylation in D54 reporter cells; D54 ERlucT glycosylation luciferase reporter, 24 h; percent of 100 nM tunicamycin response; reporter increase, % at 12.5 µM; 360,000 tested, 0.23% active; AID 588692;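 active = mean luciferase reporter signal, scaled so untreated is 0 and the glycosylation-blocking control 100, at or above a set limit in every replicate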;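 also: luciferase carries N-glycosylation sites so blocking glycosylation raises the light; 0% = median of neutral control wells and 100% = median of 100 nM tunicamycin wells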
Starred values were filed as active, the others as inactive; . = not tested or not shown; & = joins results of further samples; ! = repeats disagree.

SMILES	PDI inh	aDG glyco act	Granule exo inh	hiPSC survival	H9c2 protect	HTR2A ag	ABCB6 inh MLPCN	CaV13 ICDI inh	Vif inh	N-glyco inh
O=C(NC1CC(=O)N(c2ccc(F)cc2)C1)N1CCN(C(=O)c2ccco2)CC1 (stereo unspecified)	-2	-0.2	2	-0.2	1	8	100	-6	-6	-1
CC(C)C1Nc2ccc(S(=O)(=O)N3CCOCC3)cc2NC1=O (stereo unspecified)	5	0.3	-2	-0.6	-1	2	99	-5	39	4
CCCCOC(=O)c1ccccc1N1C(=O)C2C3CCC(C3)C2C1=O (stereo unspecified)	-2	-0.1	4	-1.3	-2	-5	98	-3	1	1
O=C1CCCc2nc(N3CCN(C(=O)c4ccco4)CC3)ncc21	3	-0.4	-4	-0.2	-1	4	99	-5	-3	-5
CC1CCC(NC(=O)CCS(=O)(=O)c2ccc3c(c2)CC(C)N3C(=O)C2CC2)CC1 (stereo unspecified)	16	0.1	-8	1.1	-2	-6	96	-16	-1	-2
COC(=O)CSc1nccc(-c2cccs2)n1	5	-0.2	8	-0.3	1	2	97	-6	-2	0
Cc1ccc(OCC(=O)NCc2ccc3c(c2)OCO3)c([N+](=O)[O-])n1	-2	0.1	0	0.0	2	0	106	-6	6	2
CCOc1ccc2ccccc2c1C(=O)N[C@@H]1C(=O)N2[C@@H]1SC(C)(C)[C@@H]2C(=O)O	0&7	0.5&0.3	-6&-4	-3.5&0.1	78*!	8&0	102&105	-6&-6	-4&22	-2&1
O=C(N/N=C/c1ccccc1)c1cc(-c2ccc3c(c2)OCO3)n[nH]1	-8	0.5	-5	-1.3	2	-4	103	-2	-3	1
Cc1[nH]c(C)c(S(=O)(=O)Nc2ccccc2Cl)c1C(=O)N1CCCC1	4	0.1	-3	-0.2	-1	-1	103	-5	-1	0
COc1ccc(S(=O)(=O)N2CCCCCC2)cc1C(=O)N(C)CC(=O)Nc1ccc(F)cc1	-3	0.9	-2	-0.2	4	-3	90	-7	-11	1
Cc1ccc(C2=NOC(C)(c3nnc(-c4ccccc4)o3)C2)cc1 (stereo unspecified)	-2	-0.3	-2	1.6	-13	-1	97	-5	.	3
CCOc1ccc(C(=O)NC(=S)Nc2ccccc2N2CCOCC2)cc1Br	-4	-0.3	-3	-1.7	-3	-2	94	-3	-2	-4
COc1ccc(N2C(=O)C3C(C2=O)C3(c2ccccc2)c2ccccc2)cc1 (stereo unspecified)	-9	0.2	7	-0.1	-4	-1	98	-5	-11	2
Clc1ccc(-n2ncc3c(N4CCCCCC4)ncnc32)cc1	-3	0.2	1	-3.3	-33	-1	94	-6	6	-19
CCN(Cc1ccccc1)C(=O)c1[nH]c2ccc(OC)cc2c1C	0	0.0	-4	1.8	-4	-8	98	-2	2	1
COc1ccc(NCc2n[nH]nc2-c2ccccc2)cc1Cl	-2	0.0	1	-1.1	-8	2	88	0	-8	-2
CCOc1ccccc1CNC(=O)CNC(=O)c1cccs1	8	0.1	-7	-0.6	7	-1	98	.	-3	2
O=C(CSC1=Nc2ccccc2C2=NC(CC(=O)N3CCN(c4ccccc4)CC3)C(=O)N12)NCC1CCCO1 (stereo unspecified)	-1	-0.3	-17	-0.8	10	1	98	-3	-4	0
CSc1nc2n(n1)C(c1cccs1)C1=C(CCCC1=O)N2 (stereo unspecified)	0	-0.4	-1	0.7	-6	3	100	-8	-5	2
CNC(=O)CSc1nc(N)c2c3c(sc2n1)CCC3	8	0.2	-2	-1.4	1	10	102	-5	.	7
O=C(Nc1cccc(Cl)c1N1CCCC1)c1cccc(-c2cc3ccccc3oc2=O)c1	2	0.0	0	-1.6	-7	-3	98	-4	7	1
CCN(CC)c1ccc(CC(=O)NC(C)Cc2ccccc2)cc1 (stereo unspecified)	7	0.2	-3	-0.8	-1	1	97	.	101*	2
COc1cc(Cl)ccc1OCc1cc(C(=O)NC2CCc3ccccc32)no1 (stereo unspecified)	1	-0.2	2	-0.4	-7	2	104	.	-3	0
COc1ccc(/C(=N\Nc2ccccc2C(=O)O)c2ccccc2)cc1	8	-0.3	-1	-2.2	-2	-2	96	-15	-1	1
Cc1cccc(-c2nc(CN3CCCC(C(=O)NC4CCCCC4)C3)c(C)o2)c1 (stereo unspecified)	3	4.0	1	-1.3	-8	-2	90	-3	-1	-2
CCN(CC(=O)NCc1cccs1)C(=O)/C=C/c1cc(Br)ccc1OC(F)F	5	0.1	0	-0.3	1	-2	99	-7	-2	-1
CCOc1ccc(S(=O)(=O)N2CCCCC2)cc1NC(=O)CN1C(=O)NC(CC)(c2ccccc2)C1=O (stereo unspecified)	24	0.4	2	-0.1	0	-5	100	-9	4	1
COC(=O)c1ccc(OCC(O)CN2CCN(C(=O)c3ccco3)CC2)cc1 (stereo unspecified)	12	-0.1	-7	-0.3	7	3	96	-16	-10	0
O=C(NC1CCCCCCC1)c1ccco1	0	-0.2	-2	-1.4	2	1	95	-5	0	2

Next section; it opens with the three that closed the last part.
SMILES	PDI inh	aDG glyco act	Granule exo inh	hiPSC survival	H9c2 protect	HTR2A ag	ABCB6 inh MLPCN	CaV13 ICDI inh	Vif inh	N-glyco inh
CCOc1ccc(S(=O)(=O)N2CCCCC2)cc1NC(=O)CN1C(=O)NC(CC)(c2ccccc2)C1=O (stereo unspecified)	24	0.4	2	-0.1	0	-5	100	-9	4	1
COC(=O)c1ccc(OCC(O)CN2CCN(C(=O)c3ccco3)CC2)cc1 (stereo unspecified)	12	-0.1	-7	-0.3	7	3	96	-16	-10	0
O=C(NC1CCCCCCC1)c1ccco1	0	-0.2	-2	-1.4	2	1	95	-5	0	2
Cc1ccc(Cl)cc1N(C)C(=O)Cn1ncc2c([nH]c3ccccc32)c1=O	1	0.1	-1	-0.3	18	3	96	-15	-12	-2
c1ccc2c(c1)c1ccccc1n2CN1CCOCC1	5	-0.1	-4	0.4	8	-4	102	-7	-5	-2
Cc1cccc(C(=O)Nc2ccc3c(c2)nc(C)n3C)c1	-5	-0.1	10	-0.1	-14	-2	99	-4	-7	-19
O=C(c1ccc(Br)cc1)N1CCCc2ccccc21	-5	0.0	7	1.0	-3	0	94	-21	-2	0
CC(CCc1ccccc1)NC(=O)c1ccc(NC(=O)c2ccc(Cl)cc2Cl)cc1 (stereo unspecified)	-2	0.0	-2	-0.8	-10	-2	97	-4	-8	3
Cc1ccc(NC(=O)C2(C)CCN2C(=O)Cc2cc(F)ccc2F)cc1 (stereo unspecified)	2	0.1	-8	-1.2	-1	-4	98	-6	14	1
O=C(NCc1ccccc1)NC1CC2CCC(C1)N2Cc1ccco1 (stereo unspecified)	2	-0.3	-1	-1.1	2	1	94	-8	-1	0
Cc1cnc([N+](=O)[O-])n1CCOC(=O)NC(=O)c1ccc(F)cc1	2	0.0	12	-0.1	3	0	105	2	12	1
CCOc1ccc(C(=O)N2CCN(Cc3ccccc3)CC2)cc1OCC	5	0.1	8	-0.4	-2	0	96	-5	-2	3
Cc1cccc(NS(=O)(=O)c2cc(Cl)ccc2Cl)n1	-2	0.0	-1	0.2	5	-10	101	-5	10	0
CCCCN(CCCC)C(=O)c1nsnc1-c1ccccc1O	-7	0.0	0	-0.2	6	1	93	-8	-10	-4
CCOc1ccc(N2CC(O)Cn3c2nc2c3c(=O)n(CCCc3ccccc3)c(=O)n2C)cc1 (stereo unspecified)	-9	0.0	-2	-0.1	17	2	106	.	-17	4
COc1cc(CNc2ncnc3c2[nH]c2ccc(C)cc23)cc(OC)c1	1	0.1	56*	-0.7	-8	-6	95	-2	-14	-1
Nc1nc(NCc2ccco2)nc(N2CCCCC2)c1[N+](=O)[O-]	3	0.3	4	4.8	-7	-1	97	-4	0	-1
C(=C\c1ccccc1)/CN1CCN(C(c2cccc3ccccc23)c2nnnn2C2CCCC2)CC1 (stereo unspecified)	.	0.0	2	-2.2	-5	-7	97	-6	-1	-3
Oc1ccc(CNc2ccccc2F)c2cccnc12	-3&-2	0.1&-0.3	29&-7	-3.4&-2.5	45&44	-2&2	100&95	-5	-20	0&-7
Cc1cc(C)c2c(N)c(C(=O)c3ccccc3Cl)sc2n1	8	-0.3	-2	-0.6	7	-1	96	-5	-5	-4
Clc1ccc(-c2nnc(-c3ccccc3)c(-c3ccccc3)n2)cc1	-4	-0.1	-15	0.8	-9	6	95	-5	0	0
Cc1c(CCO)c(=O)n(-c2ccccc2)n1S(=O)(=O)c1ccc(F)cc1	3	-0.3	-2	-1.0	15	1	87	-4	-12	1
Cn1c(COc2ccccc2)nnc1SCC(=O)NCc1ccccc1	-4	0.1	-2	0.4	2	9	90	-10	4	0
CN(Cc1ccccc1)C(=O)[C@@H]1CCCN1C(=O)OC(C)(C)C	.	-0.2	-8	0.3	.	4	102	-10	.	.
CC(NC(=O)COC(=O)c1cc([N+](=O)[O-])ccc1N1CCOCC1)c1ccc(F)cc1 (stereo unspecified)	-7	-0.2	-5	-0.5	-1	-3	99	-11	4	1
CC(C)Sc1nc2sc(-c3ccccc3)cc2c(=O)n1N	-4	0.0	-1	-0.5	-8	2	107	-5	-30	-6
CCn1ccnc1CN(C)C(=O)c1ccc(OC2CCN(CCc3ccccc3)CC2)cc1	-4	0.1	0	0.0	0	-13	99	-6	-2	-3
C[C@@H]1CC=C[C@H]2[C@H]1C(=O)N(Cc1ccccc1)[C@H]2c1ccc(F)c(/C=C/c2ccccc2)c1	2	-0.2	0	-3.5	-6	0	98	-4	.	-6
CCOc1ccc(-n2c(SCc3cc(=O)oc4cc(C)ccc34)nnc2-c2cccnc2)cc1	4	-0.3	-1	-1.2	0	0	100	-5	-4	4
O=C1[C@@H]2Cc3c([nH]c4ccccc34)C(c3ccccc3)N2C(=O)CN1C1CCN(Cc2ccccc2)CC1 (stereo partly specified)	-4	1.5	8	1.6	-1	-8	102	-3	-1	-1
COC(=O)[C@]1(Cc2ccccc2)N[C@H](CN(C)C(=O)c2ccc(C)cc2)[C@@H]2C(=O)N(Cc3ccccc3)C(=O)[C@@H]21	-2	0.0	0	-0.2	2	-7	101	-5	-3	-2
Cc1cccc(NC(=O)CSCC(=O)Nc2sccc2C#N)c1	12	-0.1	2	0.6	-3	1	104	-2	-3	4
CS(=O)(=O)c1cccc(-c2nnc(NC(=O)C3=COCCO3)o2)c1	4	-0.1	-3	-0.5	7	-5	101	-1	1	1
Cc1ccc2c(Cl)c(C(=O)NCC3CCCO3)sc2c1 (stereo unspecified)	-4	-0.1	-1	-0.4	-1	-4	105	-4	-1	-6
N#CC1=C(N)C(C#N)(C#N)C(c2ccncc2)C2CN(C(=O)OCc3ccccc3)CC=C12 (stereo unspecified)	6	-0.2	6	14	4	1	93	.	-2	0
COC(=O)[C@H](CC(C)C)NC(=O)NC1CCCc2ccccc21 (stereo partly specified)	-10	0.3	9	3.2	0	6	102	.	3	-1
C[C@@H]1C[C@H]2[C@@H]3CCC4=CC(=O)C=C[C@]4(C)[C@@]3(F)[C@@H](O)C[C@]2(C)[C@H]1C(=O)CO	-6	-0.1	8	0.6	8	5	82	-4	5	4
COc1ccc2oc(=O)c(C(=O)NCc3ccc(F)cc3)cc2c1	15	0.0	0	-0.4	1	-2	100	-4	-4	-1

Screens from PubChem.
